WT yeast gro inh – growth inhibition of WT yeast, mitochondrial fusion screen; mitochondrial fusion phenotypic screen, WT strain; inhibition, % at 10 µM; actives 2.1% (n = 190,000); AID 1362; in the data active = inhibition above about 58%; tested in S. cerevisiae
Autophagy HCS – modulators of autophagy; calls only at 10 µM (by protocol); AID 463193; actives 0.98% (n = 190,000); MEF GFP-LC3 puncta imaging; test concentration mostly 10 µM;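 active = percentage of spot-positive cells more than 3 SD above its plate mean, without a fluorescence outlier flag or 80% toxicity; inconclusive = no clear call, values can overlap the other calls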;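 note: spot-positive cell cutoff set from DMSO-treated cells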
AID2073 – inhibitors of Mint1-CaV2.2 protein interaction, biochemical, HTRF (AID 2073) | HTRF protein-protein interaction, Mint1-CaV2.2; higher % means a stronger effect | one-dose inhibition, % at 20 µM; IC50 in µM for titrated hits | actives 0.19% (n = 290,000); in the data active = inhibition mostly above about 51%, no sharp cut-off; inconclusive = no clear call, values can overlap the other calls; inactive = mostly below about 53%; note: some results filed as inactive read as strong as hits
Yfh1-depleted yeast – mitochondrial function rescue without frataxin homolog – Friedreich's ataxia, plus single-dose screen, dose response (AID 1465); S. cerevisiae Yfh1-off respiration, WST-1 reduction, 72 h; higher fold induction means a stronger effect; one-dose fold induction at 50 µM; EC50 in µM for titrated hits; actives 0.074% (n = 220,000);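 active = fold induction of absorbance versus untreated yeast above a set limit, then at least 30% activation at any dose in follow-up; inconclusive = repeats straddling the limit, or above it without dose testing; inactive = fold induction below the set limit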;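 note: activators that raise dye reduction in frataxin-depleted yeast; strong numbers were not always called active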
b-catenin transl – beta-catenin nuclear translocation modulation. HeLa beta-catenin nuclear translocation, immunofluorescence imaging. nuclear translocation activity, % at 5 µM. actives 0.3% (n = 190,000);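 active = nuclear translocation activity above 50% at 5 µM, with a well cell count of 50 or more; inconclusive = wells under 50 cells across six images, flagged as toxic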;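 note: per-cell ratio of nuclear to cytoplasmic median beta-catenin stain intensity; plate controls were DMSO negative control for no effect and GSK-3 inhibitor IX positive control for full effect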
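assay system = human HeLa cells, endogenous beta-catenin | times = compound treatment 24 h, 37°C, 5% CO2 | detection = Anti-beta-catenin immunofluorescence on PFA-fixed, Triton-permeabilized cells, DAPI nuclei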
Insulin prom up – MIN6 insulin promoter up-regulation; AID 1625; MIN6 insulin promoter-GFP reporter, high-content imaging; active compounds read high; z-score at 5 µM; actives 0.3% (n = 190,000);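 active = z-score above 3 at 5 µM with at least 500 cells counted in the well; inconclusive = wells under 500 cells, flagged as cytotoxic or low count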
MT stabilizer – microtubule stabilizers in HeLa cells; HeLa tubulin immunostaining HCS, 24 h; share of cells brighter than vehicle mean+2SD; % tubulin-high responders, % at 10 µM; actives 0.83% (n = 200,000); AID 2205;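 active = plate Z-score above 3 for both tubulin-high and condensed-nucleus cell shares, with cell loss under 80%, at 10 µM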;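 note: anti alpha tubulin signal scored within the nucleus-defined area of each cell; some results filed as inactive read as strong as hits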
HIV fusion peptide – inhibitors of HIV fusion peptide binding, primary screen, biochemical, uHTS, fluorescence dequenching (AID 1986); cell-free peptide binding, fluorescence dequenching, 30 min; higher % means a stronger effect; inhibition, % at 20 µM, or IC50 in µM where a hit was titrated; actives 0.3% (n = 290,000); in the data active = inhibition mostly above about 52%, no sharp cut-off; inactive = mostly below about 76%; note: some results filed as inactive read as strong as hits
Dynein transport – dynein cargo transport inhibition; actives 0.47% (n = 220,000); 3617.4 mouse cells, GR-EGFP nuclear translocation imaging; test concentration mostly 20 µM; stimulated with dexamethasone, 1 µM; active compounds read low; z-score, hits read low; AID 1381;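 active = plate z-score of nuclear minus cytoplasmic receptor signal below a set negative limit, without overly bright fluorescence or cell loss, cut at about -3.5 in these data, passing the limit was not always enough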;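 note: z-score of nuclear minus cytoplasmic ring GR-EGFP intensity difference per well; some compounds called inactive have numbers as strong as hits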
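Medium: Induction medium lacking tetracycline, stripped serum | Probe or stimulus: 1.0 µM final dexamethasone stimulus | Schedule: 48 h induction, then 1 h compound, then 30 min agonist, 37 °C | Signal: Automated 10x imaging of fixed Hoechst-stained cells | Evaluation: Per-cell GR-EGFP intensity, nucleus versus surrounding cytoplasmic ring, well-averaged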
WT yeast gro inh mutant strain – also measured in WT yeast gro inh; calls as there; inhibition, %; mitochondrial fusion phenotypic screen, mutant strain inhibition
Dynein transport cytoplasmic EGFP – recorded beside Dynein transport, whose call it bears; z-score; measured here: cytoplasmic GR-EGFP intensity; active compounds read high
Dynein transport nuclear GR-EGFP – second read-out of Dynein transport, no call of its own (marks repeat the call); z-score; measured here: nuclear GR-EGFP intensity;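 lower value marks the stronger effect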
Dynein transport cell count – further read-out of Dynein transport, marked with its call; z-score; measured here: cell count per field
Insulin prom up cell count – also measured in Insulin prom up; calls as there; cell count; measured here: cytotoxicity, nuclei count;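 total cells summed across four imaged fields per well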
b-catenin transl cell count 5 µM – second read-out of b-catenin transl, no call of its own (marks repeat the call); cell count; measured here: cell count, cytotoxicity flag
MT stabilizer Hoechst-high % – further read-out of MT stabilizer, marked with its call; % Hoechst-high responders; measured here: nuclear condensation Hoechst responders;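 share of cells brighter than vehicle mean plus two SD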
MT stabilizer cytotoxicity % – second read-out of MT stabilizer, no call of its own (marks repeat the call); toxicity, %; measured here: cytotoxicity by cell density;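 0% = mean cell density of plate MIN control wells and 100% = no cells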
Autophagy HCS cell loss 18 h – further read-out of Autophagy HCS, marked with its call; toxicity, %; measured here: cell loss, nuclei count;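 cell loss after 18 h compound exposure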
Numbers without * were called inactive; i = inactive; ? = inconclusive; . = not tested or not shown; + = active, no number. No enrichment for hits. Share with any hit: about 4.2%.

SMILES | WT yeast gro inh | WT yeast gro inh mutant strain | Autophagy HCS | Autophagy HCS cell loss 18 h | AID2073 | Yfh1-depleted yeast | b-catenin transl | b-catenin transl cell count 5 µM | Insulin prom up | Insulin prom up cell count | MT stabilizer | MT stabilizer Hoechst-high % | MT stabilizer cytotoxicity % | HIV fusion peptide | Dynein transport | Dynein transport cytoplasmic EGFP | Dynein transport nuclear GR-EGFP | Dynein transport cell count
O=c1c2c(nc3cc(-c4ccccc4)[nH]n13)CCS2 | 15 | 4 | i | 1 | -4% | . | . | . | . | . | 2.6 | 1.6 | 5.5 | 1.5% | 0.66 | -0.22 | -0.51 | 0.51
CC(NC(=O)c1cc(-c2ccccc2)on1)c1ccccc1 (stereo not drawn) | 11 | -3 | i | -1 | -4% | i | -0.4 | 1064 | -0.1 | 1600 | 2.5 | 1.7 | 8.7 | -0.8% | -0.74 | -0.23 | -0.17 | -0.33
CCC(CC)C(=O)NCc1ccc(Cl)cc1 | 1 | 6 | i | 15 | -4% | i | -1.9 | 1001 | -0.23 | 1525 | 1.8 | 1.2 | 8.7 | 0.2% | -1.5 | -0.26 | -0.56 | 1
CN1CCN(C(=O)c2ccc3c(c2)N(Cc2ccc(Cl)cc2)C(=O)c2ccccc2S3=O)CC1 (stereo not drawn) | -4 | -4 | i | 2 | -2% | i | 0.5 | 1139 | . | . | 3.1 | 1.2 | 14 | 0.3% | 0.034 | -0.093 | 0.27 | -0.32
COc1ccc(NC(=S)N2CCCC(c3nc4ccc(C)cc4[nH]3)C2)c(OC)c1 (stereo not drawn) | 4 | -8 | i | -7 | -41% | i | -2.4 | 1102 | -0.49 | 1434 | 2.9 | 1.7 | 11 | -0.3% | 3 | -0.18 | 2 | -1
CCCn1c2c(c(O)c(C(=O)Nc3ccccc3)c1=O)CCCC2 | 44 | -10 | i | 5 | -1% | . | -3.6 | 789 | -0.98 | 1631 | 2.1 | 1.3 | 6.2 | 0.5% | -0.44 | -0.23 | -0.045 | 0.64
C=CCN=C1CC(C)(C)CC(=O)/C1=C(\O)CCCN1C(=O)c2ccccc2C1=O | -12 | -2 | i | 24 | 39% | i | -0.8 | 1086 | 0 | 1286 | 4.0 | 1.6 | 5.6 | -1.4% | 1.7 | -0.24 | 1.1 | -1.4
CCn1cc(C(c2ccccc2)C(C(C)=O)[N+](=O)[O-])c2ccccc21 (stereo not drawn) | . | . | . | . | -6% | i | 0.5 | 1241 | -0.8 | 1117 | . | . | . | 3.3% | 0.11 | -0.25 | -0.0012 | -0.2
Cc1ccccc1C(=O)NCCc1nnc(SCC(=O)Nc2nc(-c3ccccc3)cs2)n1C | 3 | -15 | i | 4 | 6% | i | -1.7 | 1243 | 1.1 | 1257 | 1.9 | 2.4 | 2.9 | 0.4% | 0.53 | -0.074 | 0.58 | -0.95
Cc1onc(-c2c(Cl)cccc2Cl)c1C(=O)Nc1ccc(Cl)cn1 | . | . | . | . | -9% | i | -2.3 | 1211 | -0.53 | 1367 | . | . | . | -0.1% | 2.3 | 0.0034 | 1.3 | -1.4
CC1(OC(=O)C2CCCC2)C(=O)C=C2C=C(c3ccsc3)N(C(CO)CO)C=C2C1=O (stereo not drawn) | . | . | . | . | -3% | i | 0.7 | 1222 | 1.5 | 1046 | . | . | . | 5.1% | 0.057 | -0.75 | 0.085 | 0.017
COc1cccc(CNc2ccc([N+](=O)[O-])c(NCC(=O)O)n2)c1 | 3 | 2 | i | -17 | -7% | i | 0.4 | 1512 | . | . | 3.3 | 1.6 | 14 | -0.1% | -0.87 | -0.28 | -0.38 | 0.23
O=C(CNC(=O)c1ccc(Cl)cc1)OCC(=O)N1CCCC1 | -1 | -6 | i | 26 | 18% | i | 1.1 | 1097 | -1.4 | 1385 | 4.6 | 1.3 | 3.2 | 0.7% | 2 | -0.31 | 1.2 | -1.2
COc1ccc(C(=O)Nc2nnc(-c3ccco3)s2)cc1 | 16 | 13 | i | 36 | 18% | i | -16 | 1093 | . | . | 2.6 | 1.3 | 11 | -0.5% | 0.56 | 0.31 | 0.21 | -0.39
COc1ccccc1OCc1ccc(C(=O)N2CCOCC2)o1 | -10 | -12 | i | -8 | -6% | i | -1.5 | 547 | -0.32 | 1207 | 2.6 | 4.5 | 7.2 | 0.4% | -0.46 | -0.26 | -0.6 | 0.7
CCOc1c(Cl)cc(CNCC(C)C)cc1Cl | 16 | 7 | i | -1 | . | i | . | . | . | . | 5.0 | 2.1 | 4.9 | . | 0.58 | -0.14 | 0.23 | 0.32
COc1ncnc2c1cnn2-c1ccccc1 | 23 | 8 | i | -17 | 8% | i | 0.4 | 1255 | 0.25 | 1195 | 1.2 | 0.8 | 2.8 | 0.5% | 0.38 | -0.27 | 0.24 | 0.18
O=C(NNc1nc2ccccc2s1)Nc1ccc(F)cc1 | . | . | . | . | -17% | i | 1.9 | 1283 | -0.15 | 734 | . | . | . | -5.6% | 1 | -0.7 | 0.52 | -1.1
COc1ccc2c(c1)OC13CCCCC1C2C(C(=O)c1ccccc1)C(=O)N3 (stereo not drawn) | 1 | -25 | i | 7 | 27% | i | . | . | 0.16 | 1004 | 3.8 | 3.0 | 6.7 | 0.8% | -0.55 | -0.16 | -0.16 | -0.66
CC(C)Oc1ccc(-c2nc(NCC3CCCO3)c3ccccc3n2)cc1 (stereo not drawn) | . | . | . | . | 11% | i | 0.6 | 1304 | -0.41 | 1250 | . | . | . | -1.1% | -0.43 | -0.21 | -0.23 | 0.94
O=C(OCn1nnc2ccccc2c1=O)c1cccnc1 | 8 | -9 | i | -17 | -9% | i | 0.1 | 1181 | 0.89 | 1456 | 4.4 | 3.9 | 10.0 | -0.9% | 0.79 | -0.34 | 0.43 | -0.43
CC(C)C1CC(CCN)(c2ccccc2)CCO1 (stereo not drawn) | . | . | . | . | 0% | i | -2.6 | 1350 | 0.28 | 1045 | . | . | . | 1.2% | 1.3 | -0.14 | 0.61 | -0.8
CCOC(=O)c1oc2c(CN3CCN(C)CC3)c(O)ccc2c(=O)c1-c1ccccc1OC | 15 | -2 | . | . | 3% | i | 0.9 | 1062 | -0.2 | 1412 | 1.6 | 2.8 | 5.6 | -0.3% | -0.11 | -0.3 | 0.034 | 0.67
CCS(=O)(=O)N1CCCC(C(=O)NCc2ccc3c(c2)OCO3)C1 (stereo not drawn) | 21 | -6 | i | 5 | 3% | i | 0.8 | 1343 | -1.4 | 1575 | 5.7 | 2.5 | 14 | -2.5% | 0.68 | -0.27 | -0.14 | 0.18
O=[N+]([O-])c1ccc(N2CCNCC2)c(S(=O)(=O)N2CCOCC2)c1 | 4 | -5 | i | -19 | -15% | i | -0.8 | 1015 | -0.32 | 2117 | 3.7 | 2.9 | 8.9 | 1.7% | -0.6 | -0.32 | -0.68 | 0.85
O=C(CN(c1cccc([N+](=O)[O-])c1)S(=O)(=O)c1ccccc1)NCc1ccccc1 | -6 | -2 | i | 1 | -1% | i | 0.6 | 1071 | 0.6 | 1543 | 3.4 | 2.2 | 11 | -2.4% | 0.77 | -0.19 | 0.75 | -0.88
Cc1ccc(C(=O)Oc2coc(CSc3nnc(NC(=O)c4cccs4)s3)cc2=O)cc1C | -6 | -14 | i | -10 | 21% | i | -1.3 | 887 | 0.78 | 1212 | 2.9 | 3.7 | 10 | 11% | 2.3 | -0.27 | 1.2 | -0.96
CC1CCN(CC(=O)Nc2ccc(Cl)cc2[N+](=O)[O-])CC1 | 12 | -8 | i | 9 | 3% | i | -2.0 | 1101 | -0.42 | 1307 | 1.3 | 1.4 | 8.4 | 1.3% | -0.33 | -0.24 | -0.41 | 0.96
Cc1ccccc1N1CCN(c2ncnc3scc(-c4cccs4)c23)CC1 | 65* | -1.4* | i | 6 | 3% | i | 4.2 | 1348 | ? | . | 4.9 | 2.4 | 1.8 | -0.8% | 0.5 | -0.24 | -0.7 | 1.7
COc1ccc(-c2ccc3c(N)c(C(=O)c4cccc(OC)c4)sc3n2)cc1 | 7 | -11 | + | -4.9* | 31% | i | . | . | . | . | 1.3 | 0.8 | 5.6 | -1.4% | -0.49 | 0.5 | -0.057 | 0.38

Nothing new here: four of the compounds above.
SMILES | WT yeast gro inh | WT yeast gro inh mutant strain | Autophagy HCS | Autophagy HCS cell loss 18 h | AID2073 | Yfh1-depleted yeast | b-catenin transl | b-catenin transl cell count 5 µM | Insulin prom up | Insulin prom up cell count | MT stabilizer | MT stabilizer Hoechst-high % | MT stabilizer cytotoxicity % | HIV fusion peptide | Dynein transport | Dynein transport cytoplasmic EGFP | Dynein transport nuclear GR-EGFP | Dynein transport cell count
Cc1ccc(C(=O)Oc2coc(CSc3nnc(NC(=O)c4cccs4)s3)cc2=O)cc1C | -6 | -14 | i | -10 | 21% | i | -1.3 | 887 | 0.78 | 1212 | 2.9 | 3.7 | 10 | 11% | 2.3 | -0.27 | 1.2 | -0.96
CC1CCN(CC(=O)Nc2ccc(Cl)cc2[N+](=O)[O-])CC1 | 12 | -8 | i | 9 | 3% | i | -2.0 | 1101 | -0.42 | 1307 | 1.3 | 1.4 | 8.4 | 1.3% | -0.33 | -0.24 | -0.41 | 0.96
Cc1ccccc1N1CCN(c2ncnc3scc(-c4cccs4)c23)CC1 | 65* | -1.4* | i | 6 | 3% | i | 4.2 | 1348 | ? | . | 4.9 | 2.4 | 1.8 | -0.8% | 0.5 | -0.24 | -0.7 | 1.7
COc1ccc(-c2ccc3c(N)c(C(=O)c4cccc(OC)c4)sc3n2)cc1 | 7 | -11 | + | -4.9* | 31% | i | . | . | . | . | 1.3 | 0.8 | 5.6 | -1.4% | -0.49 | 0.5 | -0.057 | 0.38
